Assay outcomes deposited in PubChem BioAssay by Sanford-Burnham Center for Chemical Genomics.
APJ antagonist – antagonists of human apelin receptor APJ, primary screen, CHO-K1 cells, beta-arrestin complementation, luminescence | P35414 | AID 2521, 2010 | inhibition, % at 20 µM | 0.32% of 330,000 active;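 active = inhibition above about 40% at 20 µM, limit read from the data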;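 also: cells challenged with 10 nM apelin-13 agonist together with compound; plate controls were apelin-13 plus DMSO wells for no effect and DMSO wells lacking apelin-13 for full effect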
Target sequence (P35414 whole entry, looked up): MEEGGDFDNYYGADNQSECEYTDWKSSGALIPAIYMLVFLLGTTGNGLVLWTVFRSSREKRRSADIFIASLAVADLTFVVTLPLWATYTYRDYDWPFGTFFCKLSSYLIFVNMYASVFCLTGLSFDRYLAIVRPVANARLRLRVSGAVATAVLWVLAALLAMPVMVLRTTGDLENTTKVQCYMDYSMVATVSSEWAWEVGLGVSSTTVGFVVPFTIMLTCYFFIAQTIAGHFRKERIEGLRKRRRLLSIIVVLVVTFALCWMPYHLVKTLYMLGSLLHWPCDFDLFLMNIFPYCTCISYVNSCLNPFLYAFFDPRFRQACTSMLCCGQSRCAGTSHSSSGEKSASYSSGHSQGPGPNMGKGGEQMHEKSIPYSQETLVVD
TIM10 inh – growth inhibitors of isogenic TIM10 control yeast, primary screen, counter-screen for tim10-1 yeast inhibitor project, luminescence, uHTS. S. cerevisiae TIM10 strain growth, BacTiter-Glo luminescence, 24 h. inhibition, % at 10 µM. 1.4% of 330,000 active. AID 463195, 2010;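 active = inhibition of 40% or more at the single tested concentration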;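 also: wild-type TIM10 isogenic control strain grown at permissive 25 °C; 0% = DMSO yeast wells and 100% = minimal medium wells without yeast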
Mdm2-MdmX inh – inhibitors of human Mdm2-MdmX association, primary screen, cell-based, luminescence, split luciferase, SaOS-2, uHTS; SaOS-2 split-luciferase Mdm2/MdmX complementation; inhibition, % at 8 µM; 3% of 330,000 active; Protein Mdm4 (Homo sapiens) + E3 ubiquitin-protein ligase Mdm2 (Homo sapiens), …; AID 485346, 2010;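 active = inhibition of at least 50% at 8 µM in the primary screen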
tim10-1 inh – growth inhibitors of tim10-1 mutant yeast, primary screen, luminescence, uHTS; S. cerevisiae tim10-1 ts strain growth, BacTiter-Glo, 24 h; inhibition, % at 20 µM; 2.2% of 330,000 active; AID 463190, 2010;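 active = inhibition of at least 40%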;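 also: mutant grown at 25 °C; 0% = DMSO wells with yeast and 100% = wells holding no yeast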
tim23-1 inh – growth inhibitors of tim23-1 mutant yeast, primary screen, luminescence, uHTS; S. cerevisiae tim23-1 growth, BacTiter-Glo luminescence, 24 h; inhibition, % at 20 µM; 1.3% of 330,000 active; AID 463212, 2010;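 active = growth inhibition of the mutant yeast at or above 50%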;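 also: temperature-sensitive mutant grown at 25 °C; plate controls were DMSO-treated mutant yeast for no effect and medium wells lacking yeast for full effect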
CHOP UPR activ – activators of apoptotic CHOP UPR arm, primary screen, cell-based, CHO-CHOP luciferase reporter, luminescence, uHTS. AID 449763, 2010. 0.34% of 330,000 active. UPR activation; percent of tunicamycin response over DMSO baseline. activation, % at 10 µM;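 active = at 10 µM dose, activation of 40% or more, normalized to positive control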;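 also: 100% = tunicamycin at 10 µg/mL and 0% = DMSO alone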
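Assay system: CHO-CHOP cells, stable luciferase reporter of PERK-eIF2a-CHOP signalling / Buffer or medium: F12 plus 10% serum / Compound dosing: one dose, 10 µM in 0.5% DMSO / Times: 6 h compound treatment, 37 °C / Technique: luciferase luminescence / Read-out: % reporter activation, DMSO baseline versus tunicamycin full activation / Benchmarks: tunicamycin and DMSO controls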
XBP1 UPR activ – activators of adaptive XBP1 UPR arm, primary screen, cell-based, CHO-XBP1 luciferase reporter, luminescence, uHTS; IRE1-XBP1 UPR activation; percent of tunicamycin response, DMSO as zero; 0.33% of 330,000 active; activation, % at 20 µM;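 active = versus positive control, 20 µM dose yields 30% or more activation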;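 also: 100% = tunicamycin at 10 µg/mL and 0% = DMSO only wells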
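Test system: CHO-XBP1 luciferase reporter cells | Buffer or medium: Serum-containing F12 medium, 10% FBS | Schedule: 6 h compound exposure at 37 °C, 5% CO2 | Detection: Steady-Glo luciferase glow luminescence, 10 min after reagent addition | Read-out basis: Activation, % of tunicamycin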
CXCR6 inh – CXCR6 receptor inhibitors, primary screen, cell-based, beta-arrestin, luminescence, CHO-K1 PathHunter, 1536-well; inhibition, % at 20 µM; 0.36% of 360,000 active; in the data active = inhibition above about 34%, passing the limit was not always enough;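 also: antagonist mode with CXCL16 agonist at 10 nM final; 0% = 10 nM CXCL16 with DMSO and 100% = unstimulated wells without agonist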
Target sequence (O00574 whole entry, looked up): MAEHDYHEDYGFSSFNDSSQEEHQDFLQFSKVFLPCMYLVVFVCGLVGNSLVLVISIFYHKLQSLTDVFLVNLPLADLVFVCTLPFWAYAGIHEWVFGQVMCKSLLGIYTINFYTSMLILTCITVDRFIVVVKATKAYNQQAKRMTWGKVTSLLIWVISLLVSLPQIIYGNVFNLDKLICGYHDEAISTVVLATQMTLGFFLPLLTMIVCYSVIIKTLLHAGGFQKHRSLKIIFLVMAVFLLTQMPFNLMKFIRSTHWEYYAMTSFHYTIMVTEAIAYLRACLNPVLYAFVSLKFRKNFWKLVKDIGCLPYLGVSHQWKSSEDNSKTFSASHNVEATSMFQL
APJ agonist – agonists of human apelin receptor APJ, primary screen, CHO-K1 cells, PathHunter beta-arrestin, luminescence | 0% DMSO wells, 100% apelin | 0.11% of 330,000 active | P35414 | AID 2520, 2010 | activation, % at 20 µM;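 active = activation more than six SD over the plate average, tested at 20 µM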;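 also: 0% = DMSO alone and 100% = apelin-13 at 10 nM; some results filed as inactive read as strong as hits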
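Test system: CHO-K1 APJ beta-arrestin complementation cell line | Compound: Single test compound dose, 20 µM final, 1% DMSO | Incubation: Compound 90 min 25 °C, reagent 1 h | Measured by: beta-gal luminescence | Read-out basis: APJ–arrestin association signal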
An asterisk follows results filed as active; . = not tested or not shown.

SMILES	APJ antagonist	TIM10 inh	Mdm2-MdmX inh	tim10-1 inh	tim23-1 inh	CHOP UPR activ	XBP1 UPR activ	CXCR6 inh	APJ agonist
CN(C)c1ccc(C(=O)Nc2nc3c(s2)CCCC3)cc1	-84	14	16	6	35	-6.4	-7	-5	2
COc1cc(NC(=O)CC(C)S(=O)(=O)c2ccc3c(c2)NC(=O)CO3)cc(OC)c1OC (stereo unspecified)	-3	-11	-2	1	4	3.2	-1	-4	3
COc1ccc(C(C(=O)NC2CCCCC2)N(C(=O)Cc2c[nH]c3ccccc23)c2ccc(NC(C)=O)cc2)cc1OC (stereo unspecified)	10	13	-4	11	11	1.0	-3	1	-2
Cc1ccc(NC(=O)C(C)N=C2NS(=O)(=O)c3ccccc32)cc1 (stereo unspecified)	-10	-16	-8	3	1	-0.4	-1	-5	-1
Cc1ccc(-n2c3nc(=O)[nH]c(=O)c-3cc3cc([N+](=O)[O-])ccc32)cc1C	-10	15	40	25	13	-1.1	12	-19	3
COc1cc(/C=C/C(=O)O)ccc1OCc1ccc([N+](=O)[O-])cc1	10	-5	11	3	8	-0.1	-3	11	-2
COc1ccc2oc(C(=O)OCC(=O)Nc3cc(S(=O)(=O)N4CCOCC4)ccc3OC)c(C)c2c1	0	-26	42	-5	-10	2.5	5	-9	3
CC[C@]12c3[nH]c4ccc(OC)cc4c3CCN1C(=O)C(CC(=O)NCc1ccco1)C[C@@H]2C(=O)N1CCN(C(=O)C2CC2)CC1 (stereo partly specified)	.	-10	33	-1	20	1.3	0	2	.
CC[n+]1c(C)sc2cc(C)ccc21	6	4	-25	27	32	-0.8	1	-1	-6
CCN(CC)S(=O)(=O)c1ccc(O)c(C(=O)OCC(=O)Nc2cc(C)c(C)cc2[N+](=O)[O-])c1	18	4	5	-5	13	-1.6	-3	8	-1
C=C1[C@@H](OC(C)=O)CC[C@]2(C)[C@@H]1C[C@@H]1C[C@H](OC(C)=O)C(C)=C([C@@H](OC(C)=O)[C@@H]2OC(C)=O)C1(C)C	14	9	21	15	17	2.6	2	4	-4
CC(C)(C)c1ccc(C(=O)OCc2c(-c3ccccc3)ncc3ccccc23)cc1	4	1	23	23	6	0.9	1	21	-3
CC(C)(C)OC(=O)N/N=C/c1cccn1-c1ccc([N+](=O)[O-])cc1	-2	17	-12	19	24	-0.4	0	-12	2
CCc1cccc(C)c1NC(=O)CSc1nnc(-c2cc3cc(Br)ccc3o2)n1CC	-6	19	15	20	21	2.4	2	5	0
S=C(c1cn(Cc2ccc(Br)cc2)c2ccccc12)N1CCOCC1	14	26	23	34	33	0.7	-2	7	-1
CCOC(=O)C1CCCN(c2c(Nc3ccc(C)c(C)c3)c(=O)c2=O)C1 (stereo unspecified)	-41	-2	4	-10	-2	-0.4	4	4	-1
COc1ccc(N2CC(C(=O)Nc3nnc(Cc4ccccc4)s3)CC2=O)cc1 (stereo unspecified)	-4	10	10	13	-4	1.4	1	1	-3
Cc1ccc(NC(=O)c2ccc(S(=O)(=O)N3CCCCC3)cc2)nc1	4	6	-11	1	22	-1.3	-3	1	-1
Cc1ccc2cc(CCl)c(Cl)nc2c1	6	7	20	13	34	1.1	-6	-12	-4
Nc1ccn(Cc2ccccc2)n1	-2	-6	18	6	-1	-1.8	0	-4	0
CC(=O)Nc1ccc(NC(=O)Cc2ccc(S(=O)(=O)N3CCCCC3)cc2)cc1	10	-4	-18	9	8	-0.2	-4	1	-1
N#Cc1cnc(Nc2ccc(F)cc2)nc1N	4	7	17	6	17	3.3	4	-3	-4
O=C(Cc1coc(-c2ccc(F)cc2)n1)NCc1ccccc1	-42	-34	11	-17	-15	-3.1	-4	-9	-3
COc1ccc(N2CCN(C(=O)c3cc4c(C)nc5ccccc5c4o3)CC2)cc1	9	13	30	21	5	3.8	-4	1	-2
CC1=NN(c2ccc(Cl)cc2)C(=O)/C1=C\c1cccn1-c1ccc(S(N)(=O)=O)cc1	36	21	-10	9	48	0.6	1	5	-2

Taken from above.
Under CHOP UPR activ, COc1cc(NC(=O)CC(C)S(=O)(=O)c2ccc3c(c2)NC(=O)CO3)cc(OC)c1OC (stereo unspecified) shows 3.2
Under XBP1 UPR activ, COc1ccc(N2CC(C(=O)Nc3nnc(Cc4ccccc4)s3)CC2=O)cc1 (stereo unspecified) shows 1

New compounds follow
SMILES	APJ antagonist	TIM10 inh	Mdm2-MdmX inh	tim10-1 inh	tim23-1 inh	CHOP UPR activ	XBP1 UPR activ	CXCR6 inh	APJ agonist
O=C(Nc1cccn(Cc2ccccc2)c1=O)NC1CCCCC1	1	21	0	13	20	0.1	1	6	-3
C=CCNC(=O)CN(c1cc(Cl)ccc1OC)S(=O)(=O)c1ccc(C)c([N+](=O)[O-])c1	27	-8	10	6	3	-1.9	-2	0	-4
COc1ccc(NS(=O)(=O)c2ccc(N3CCOCC3)c(NC(=O)C(C)C)c2)cc1	-5	-2	26	18	11	-1.2	0	-12	0
Cc1ccn(CCC(=O)NC2CC(C)(C)Cc3c2cnn3-c2ccccc2C)n1 (stereo unspecified)	11	3	0	5	-1	1.3	-1	5	-1
CC(C)(C)Nc1scc(-c2ccccc2)[n+]1-c1ccccc1	-10	-12	12	-3	11	1.3	0	8	-2
COc1ccc(N2CCN(C(=O)CC(NC(N)=O)c3cccc(Oc4ccccc4)c3)CC2)cc1 (stereo unspecified)	14	5	6	8	1	0.6	0	8	-6
CCOc1ccccc1NC(=O)CN1CCC(NC(=O)c2ccccc2)CC1	-5	-4	-10	0	-5	0.2	-1	4	-3
CC1CCC(NC(=O)c2cccc(S(=O)(=O)NCc3ccccc3)c2)CC1 (stereo unspecified)	11	3	37	10	9	-0.1	0	9	-3
C=CCOc1cccc(C2NC(=O)c3ccccc3O2)c1 (stereo unspecified)	-12	4	0	12	36	5.1	0	-6	-2
CCOC(=O)N1CCC(Nc2c([N+](=O)[O-])cc(C(=O)O)cc2[N+](=O)[O-])CC1	-6	-16	-6	13	14	-0.5	-2	-23	-1
OC(COc1ccc(Cl)cc1)CN1CCC(Cc2ccccc2)CC1 (stereo unspecified)	9	-37	21	-35	-82	-1.9	-4	-1	-1
COc1ccc(CNC(=O)[C@@H](NC(=O)C2CCN(C(=O)[C@@H](N)CCSC)CC2)C(C)C)cc1	-35	-3	2	-11	7	-1.0	1	3	-3
O=C(COC(=O)COc1ccc(Cl)cc1)Nc1ncc(Br)s1	26	-7	-19	0	6	0.8	4	0	0
Cc1ccccc1CN1CCCC(C(=O)N2CCCCC2)C1 (stereo unspecified)	11	8	-4	-9	17	-0.4	3	7	-4
O=C(NCc1ccc2c(c1)OCO2)c1nc(Cn2ccc([N+](=O)[O-])n2)no1	13	30	1	24	41	2.9	-5	-1	-1
O=C1C(Oc2ccc(Cl)cc2)C(c2ccc3c(c2)OCO3)N1CC1CCCO1 (stereo unspecified)	-6	12	14	27	27	-1.4	0	-13	-6
Cc1cc(NC(=O)COC(=O)c2cnccn2)ccc1Br	7	0	16	-6	9	1.7	1	7	-5
O=C(NCCc1ccccc1)C(=Cc1ccc(C(=O)O)cc1)C(=O)NCCc1ccccc1	-2	-19	-38	-13	19	0.1	-4	0	0
COc1ccc(NC(=O)CSc2nnc3c4c(nc(-c5ccccc5)n23)CC(C)(C)OC4)cc1	-9	27	-8	24	10	0.9	0	-4	-2
O=C(Nc1cnc2ccccc2c1)N1CCOCC1	3	-1	-20	9	7	3.6	0	4	-4
Cc1ccsc1C(=O)OCC(=O)N(C)C1CCCCC1	-12	14	-86	15	37	-1.6	-6	-5	-3
Cc1cc(N2CCN(C)CC2)nc2ccc(NC(=O)CCC(=O)NCc3ccco3)cc12	4	-11	10	1	2	0.6	1	-6	0
COc1ccccc1-n1c(N)cc(=O)nc1SCC(=O)Nc1cc(C)on1	-22	-32	7	11	1	-0.3	0	-6	-3
Cc1ccccc1C(=O)c1cccn1CC(=O)NC(C)c1ccccc1 (stereo unspecified)	18	0	17	25	28	-0.8	-4	3	-4
CCN(CC(=O)NCc1cccs1)c1ccc(S(=O)(=O)N2CCCC2)cn1	-1	-14	9	9	4	1.3	-3	-18	-3
SMILES	APJ antagonist	TIM10 inh	Mdm2-MdmX inh	tim10-1 inh	tim23-1 inh	CHOP UPR activ	XBP1 UPR activ	CXCR6 inh	APJ agonist
Cc1ccc(NC(=O)CSc2nnc(-c3ccco3)c(-c3ccco3)n2)cc1	-5	15	43	10	10	1.0	-2	2	-2
CCS(=O)(=O)N1CCC(C(=O)Nc2ccc(C(C)=O)cc2)CC1	6	4	29	10	15	0.0	-3	3	-3
Cc1cc(C)c2c(CC(=O)Nc3nccs3)coc2c1	7	5	8	5	13	-1.6	4	0	-5
CCCCn1c(CCNC(=O)c2cccs2)nc2ccccc21	22	-2	6	21	31	1.0	-3	0	-2
CCOC(=O)C1(CCOc2ccccc2)CCN(Cc2cc(OC)c(O)c(OC)c2)CC1	-2	-5	25	2	7	-1.1	-3	2	2
Cc1cccc(NC(=O)Nc2ccc(Cl)c(Cl)c2)n1	-16	4	3	5	-3	-1.6	0	7	2
NC(=O)CC(NC(=O)Cc1cccc2ccccc12)c1ccc(N2CCN(c3ccc(F)cc3)CC2)c([N+](=O)[O-])c1 (stereo unspecified)	-9	4	37	2	3	-1.2	-2	4	-1
CCOC(=O)c1nnn(CC(=O)N2N=C(c3ccc(Cl)cc3)CC2c2ccc(OC)cc2)c1C(=O)OCC (stereo unspecified)	-3	18	1	19	8	0.8	3	2	3
Cc1cc(C)nc(SCCC(=O)N(C)C)n1	15	-7	9	8	2	-0.7	0	0	-8
CC1CCN(C(=O)c2ccc(S(=O)(=O)NCc3ccco3)cc2)CC1	-10	7	2	11	1	1.8	-2	-1	-2
CCCn1nnnc1NCc1ccc(CC)cc1	14	-5	-1	7	11	-0.4	-2	-7	0
COc1ccc2c(OC)c3ccoc3nc2c1OC	8	2	-3	9	49	2.4	0	3	-6
COCCCNc1nc2ccccc2[nH]c1=O	7	4	10	7	-1	1.9	-1	-17	-3
COc1cccc(C(=O)N(Cc2ccco2)Cc2cc3cccc(C)c3[nH]c2=O)c1	10	-2	9	15	-4	-0.9	-3	0	0
COc1ccc(C2=Nn3c(nnc3-c3ccccc3Cl)SC2)cc1OCC1CC1	9	-15	73*	-17	22	-0.2	12	16	-2

An excerpt, so the mix of outcomes need not match the whole.
